Mdm2-MdmX inh: disrupts the human Mdm2-MdmX interaction. hit rate 3% among 330,000. inhibition, % at 8 µM. AID 485346. O15151+Q00987. SaOS-2 split-luciferase Mdm2/MdmX complementation, luminescence;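 active means inhibition of at least 50% at 8 µM in the primary screen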
Target sequence (O15151 whole entry, looked up): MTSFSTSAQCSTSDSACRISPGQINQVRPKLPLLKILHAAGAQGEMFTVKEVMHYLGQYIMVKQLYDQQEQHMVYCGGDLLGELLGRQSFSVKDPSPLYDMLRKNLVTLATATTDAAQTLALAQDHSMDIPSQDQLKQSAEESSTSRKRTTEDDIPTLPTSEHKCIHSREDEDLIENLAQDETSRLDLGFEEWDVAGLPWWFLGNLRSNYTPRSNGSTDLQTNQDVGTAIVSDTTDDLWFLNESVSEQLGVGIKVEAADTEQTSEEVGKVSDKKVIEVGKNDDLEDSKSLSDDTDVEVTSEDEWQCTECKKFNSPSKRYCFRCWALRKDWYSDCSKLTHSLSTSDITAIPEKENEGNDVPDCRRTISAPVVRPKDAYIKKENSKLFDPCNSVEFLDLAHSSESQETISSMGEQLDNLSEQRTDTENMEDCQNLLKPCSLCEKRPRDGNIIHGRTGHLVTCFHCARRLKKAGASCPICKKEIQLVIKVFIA
Target sequence (Q00987 whole entry, looked up): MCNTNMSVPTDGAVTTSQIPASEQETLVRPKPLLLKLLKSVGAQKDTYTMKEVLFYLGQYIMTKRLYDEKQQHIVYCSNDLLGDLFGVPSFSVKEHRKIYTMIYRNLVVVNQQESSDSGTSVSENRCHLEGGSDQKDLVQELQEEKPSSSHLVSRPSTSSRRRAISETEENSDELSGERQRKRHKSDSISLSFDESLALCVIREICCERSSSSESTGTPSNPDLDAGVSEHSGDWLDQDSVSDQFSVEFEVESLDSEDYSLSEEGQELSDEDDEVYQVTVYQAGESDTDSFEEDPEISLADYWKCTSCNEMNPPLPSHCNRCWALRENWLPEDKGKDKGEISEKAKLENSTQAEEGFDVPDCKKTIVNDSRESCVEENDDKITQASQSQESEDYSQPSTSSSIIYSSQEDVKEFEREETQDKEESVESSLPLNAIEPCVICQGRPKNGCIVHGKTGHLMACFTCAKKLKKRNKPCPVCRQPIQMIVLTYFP
XBP1 UPR activ: activators of adaptive arm of unfolded protein response (XBP1); hit rate 0.33% among 330,000; CHO-XBP1 luciferase reporter, IRE1-XBP1 UPR activation, luminescence; percent of tunicamycin response, DMSO as zero; AID 463104; activation, % at 20 µM;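 active means versus positive control, 20 µM dose yields 30% or more activation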;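 further: 100% = tunicamycin at 10 µg/mL and 0% = DMSO only wells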
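Material: CHO-XBP1 cells stably carrying IRE1-XBP1-driven luciferase reporter | Medium: F12 with 10% serum | Compound dosing: 20 µM single concentration, DMSO 1% | Incubation: Overnight seeding at 37 °C, 6 h compound treatment at 37 °C | Detection: Steady-Glo luminescence read | Read-out basis: % activation of reporter signal versus tunicamycin and DMSO controls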
697 NFkB inh: inhibitors of the PMA/ionomycin-induced NF-kB reporter in 697 B cells; inhibition, % at 4 µM; 697 B-cell NF-kB luciferase reporter, 16 h; AID 435022; hit rate 0.33% among 330,000; in the data active means inhibition above about 35%
APJ antagonist: antagonists of human APJ apelin receptor | CHO-K1 APJ beta-arrestin complementation, luminescence | hit rate 0.32% among 330,000 | inhibition, % at 20 µM | P35414;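 active means inhibition above about 40% at 20 µM, limit read from the data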;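 further: cells challenged with 10 nM apelin-13 agonist together with compound; plate controls were apelin-13 plus DMSO wells for no effect and DMSO wells lacking apelin-13 for full effect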
CHOP UPR activ: apoptotic UPR (CHOP) activation | CHO-CHOP luciferase reporter, luminescence; percent of tunicamycin response over DMSO baseline | activation, % at 10 µM | hit rate 0.34% among 330,000;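 active means at 10 µM dose, activation of 40% or more, normalized to positive control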;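 further: 100% = tunicamycin at 10 µg/mL and 0% = DMSO alone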
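Dosing – one dose, 10 µM in 0.5% DMSO · System – CHO-CHOP cells, stable luciferase reporter of PERK-eIF2a-CHOP signalling · Input – 500 cells/well · Control set – tunicamycin 10 µg/mL final as positive, DMSO-only wells as negative · Timing – 6 h compound treatment, 37 °C · Measure – % activation vs tunicamycin · Technique – luminescence read with Steady-Glo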
APJ ag: APJ receptor agonism | CHO-K1 APJ PathHunter beta-arrestin, luminescence; 0% DMSO wells, 100% apelin | P35414 | AID 2520 | activation, % at 20 µM | hit rate 0.11% among 330,000;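 active means activation more than six SD over the plate average, tested at 20 µM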;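 further: 0% = DMSO alone and 100% = apelin-13 at 10 nM; some results filed as inactive read as strong as hits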
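Material: CHO-K1 APJ beta-arrestin complementation cell line; Input: cell density 1000 per well; Incubation: compound stimulation 90 min at 25 °C, detection 60 min; Signal: luminescence from split beta-galactosidase complementation, Galacton Star/Emerald II substrate; Controls: DMSO-only wells as negative, 10 nM Apelin-13 as positive control.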
Jurkat NFkB inh: lowers PMA/ionomycin-induced NF-kB signal in Jurkat cells | hit rate 0.53% among 330,000 | PMA/ionomycin-induced NF-kB luciferase reporter, luminescence | inhibition, % at 4 µM; in the data active means inhibition above about 50%
tim23-1 inh: tim23-1 yeast growth inhibition; S. cerevisiae tim23-1 growth, BacTiter-Glo luminescence, 24 h; hit rate 1.3% among 330,000; inhibition, % at 20 µM; AID 463212;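 active means growth inhibition of the mutant yeast at or above 50%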;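 further: temperature-sensitive mutant grown at 25 °C; plate controls were DMSO-treated mutant yeast for no effect and medium wells lacking yeast for full effect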
* marks the source's active call; other numbers are inactive results.

Short forms: A = Mdm2-MdmX inh; B = XBP1 UPR activ; C = 697 NFkB inh; D = APJ antagonist; E = CHOP UPR activ; F = APJ ag; G = Jurkat NFkB inh; H = tim23-1 inh
CCN1CCN(S(=O)(=O)c2ccc(Cl)c(C(=O)N(C)CCOc3ccc(Cl)cc3)c2)CC1
  A: 12 | B: -2 | C: -3 | D: 14 | E: -0.4 | F: 2 | G: -1 | H: 13

Cc1nc(N)nc(Cl)c1Cc1ccc(Cl)cc1
  A: 8 | B: 0 | C: -9 | D: -6 | E: -2.7 | F: 0 | G: 5 | H: 14

COc1ccc(NC(C)=O)cc1S(=O)(=O)Nc1ccc(C(=O)N2CCCC2)cc1
  A: -8 | B: -2 | C: 8 | D: 4 | E: -1.3 | F: -1 | G: -3 | H: 5

O=C(COC(=O)C1CCN(S(=O)(=O)c2ccccc2)CC1)NC(=O)c1ccc(OC(F)F)cc1
  A: -3 | B: 6 | C: -16 | D: 5 | E: 2.0 | F: 3 | G: 0 | H: -8

Cn1ncc2c(Nc3ccc4ccccc4c3)ncnc21
  A: -21 | B: 6 | C: -71 | D: 6 | E: 3.0 | F: -7 | G: -92 | H: 49

CCn1c(COc2ccccc2)nnc1SCC(=O)Nc1cc(OC)ccc1OC
  A: 10 | B: 0 | C: 15 | D: -7 | E: -0.1 | F: -4 | G: -11 | H: 22

O=C(N/N=C1\CCCc2ccccc21)c1cccc([N+](=O)[O-])c1
  A: 4 | B: 3 | C: 12 | D: -13 | E: 1.4 | F: 0 | G: -20 | H: 0

CC1Cc2ccccc2N1c1nc(C2CC2)nc2c1nnn2Cc1ccccc1 (configuration not stated)
  A: -9 | B: -1 | C: 0 | D: 12 | E: 1.3 | F: 0 | G: -7 | H: 30

CCOC(=O)c1nn(-c2ccc(C)cc2)c(=O)c2c(N)scc12
  A: 17 | B: -4 | C: 15 | D: 9 | E: -0.3 | F: -4 | G: 7 | H: 13

Cc1ccc(OCCCCN(C)Cc2ccccc2)c(Br)c1
  A: -4 | B: 2 | C: -33 | D: -10 | E: -4.3 | F: 0 | G: -4 | H: 28

CC(C)N(Cc1cn(C)nc1-c1cccc(Cl)c1)Cc1nccn1C
  A: 12 | B: -3 | C: 9 | D: 18 | E: 0.3 | F: -4 | G: 6 | H: 11

COc1ccccc1NC(=O)NNC(=O)C(C)Oc1ccc2ccccc2c1 (configuration not stated)
  A: -6 | B: -3 | C: 4 | D: 12 | E: 1.8 | F: 5 | G: -4 | H: 18

CS(=O)(=O)NCCNc1cc(Cl)ccc1[N+](=O)[O-]
  A: 7 | B: -2 | C: -3 | D: 2 | E: -0.1 | F: -3 | G: 12 | H: 10

COc1ccc(C)cc1S(=O)(=O)NC1CCCC1
  A: 2 | B: -1 | C: -8 | D: 23 | E: 0.4 | F: -3 | G: 5 | H: 9

CCN1C(=O)[C@H]2[C@@H](c3ccc(-c4cccc(Cl)c4)c(OC)c3)N[C@@](C)(C(=O)OC)[C@H]2C1=O
  A: 28 | B: 0 | C: -41 | D: -5 | E: -2.0 | F: 2 | G: -6 | H: 18

COc1ccc(-n2c(SCC(=O)N(C)c3ccccc3)nc3c([nH]c4ccccc43)c2=O)cc1OC
  A: 18 | B: 3 | C: 6 | D: -26 | E: 3.2 | F: 1 | G: 0 | H: -26

CN(C)CCCn1c(SCC(=O)Nc2nc(-c3cccc(Br)c3)cs2)nc2ccccc2c1=O
  A: 100* | B: 9 | C: -5 | D: 18 | E: 2.9 | F: -2 | G: 8 | H: -10

C[C@@H]1CCC2[C@](C)(CO)[C@@H](O)CC[C@]2(C)[C@@]12C[C@](CO)(CC(=O)O)CO2 (some centres not stated)
  A: -27 | B: -3 | C: 4 | D: 13 | E: 0.1 | F: -1 | G: 9 | H: -2

O=C(CSc1nc2ccccc2s1)Nc1ncccn1
  A: 27 | B: 0 | C: 8 | D: -6 | E: -1.8 | F: -1 | G: 3 | H: 14

CN1CCN(C(=S)Nc2ccc(Cl)c(Cl)c2)CC1
  A: 18 | B: 1 | C: 2 | D: 1 | E: 0.2 | F: -1 | G: 14 | H: 0

Cc1cc(Cl)ccc1OCC(=O)OCC(=O)NC1CCCC1
  A: 11 | B: -1 | C: -13 | D: -14 | E: 0.3 | F: -2 | G: 6 | H: 7

Cc1cc(NC(=O)C23CCC(C)(C(=O)O2)C3(C)C)no1 (configuration not stated)
  A: 18 | B: 0 | C: 12 | D: -1 | E: -1.1 | F: 0 | G: -5 | H: 5

Cc1cc(C)n2ncc(/C(N)=N/OC(=O)Nc3ccc(Cl)cc3)c2n1
  A: -6 | B: -1 | C: 3 | D: 3 | E: 1.7 | F: 1 | G: 11 | H: 0

O=C(Nc1ccc(C(=O)O)cc1)/C(=C\c1ccc(F)cc1)NC(=O)c1ccco1
  A: 3 | B: -3 | C: 13 | D: 6 | E: -0.4 | F: 0 | G: -2 | H: 8

COc1cccc(CC(NC(C)=O)C(=O)NC2CCN(c3c(Cc4ccccc4)c(C)nc4ncnn34)CC2)c1OC (configuration not stated)
  A: -1 | B: 0 | C: 4 | D: -1 | E: 0.3 | F: 1 | G: -7 | H: 9

O=C(CSc1nc(-c2ccccc2)c(-c2ccccc2)o1)NCCCO
  A: 16 | B: -3 | C: -9 | D: -6 | E: -1.0 | F: -3 | G: -13 | H: 13

Cn1cccc1C(=O)OCc1csc(-c2ccccc2)n1
  A: -121 | B: -2 | C: -292 | D: -5 | E: 0.3 | F: -4 | G: -121 | H: 17

COc1ccc(S(=O)(=O)N(CC(=O)N2CCN(c3ccccc3OC)CC2)c2ccccc2)cc1
  A: 15 | B: -4 | C: -37 | D: -11 | E: 0.5 | F: -1 | G: -1 | H: 14

CC(=O)C1=C(C)Nc2ncnn2C1c1ccc(Cl)cc1Cl (configuration not stated)
  A: 1 | B: -1 | C: -50 | D: -37 | E: 1.6 | F: 5 | G: -35 | H: -3

Cc1nn(-c2ccccc2[N+](=O)[O-])c(=O)c2ccccc12
  A: 7 | B: 0 | C: 6 | D: 13 | E: 1.6 | F: 0 | G: -4 | H: 5

C#CCOCCOCCOCCNc1nc(N2CCN(C(=O)[C@H]([C@@H](C)CC)n3cc([C@@H](N)CC(C)C)nn3)CC2)nc(N2CCN(C(=O)[C@H](CCCCN)n3cc([C@@H](N)CC(C)C)nn3)CC2)n1
  A: -4 | B: 0 | C: 3 | D: 15 | E: -0.1 | F: -4 | G: 13 | H: 14

CCCc1cc(C(=O)Nc2ccc(C)cc2)no1
  A: -118 | B: -2 | C: -49 | D: 14 | E: 6.3 | F: -1 | G: -129 | H: 11

Cc1ccc(C)c(N2CCN(c3ncccc3[N+](=O)[O-])CC2)c1
  A: 73* | B: -3 | C: 8 | D: 18 | E: -0.5 | F: -6 | G: 12 | H: 15

CCc1ccc(NC(=O)CN(C(=O)N2CCN(CC)CC2)S(=O)(=O)c2ccc(C)cc2)cc1
  A: 6 | B: 0 | C: -3 | D: 6 | E: -2.0 | F: 7 | G: -8 | H: -1

CCOC(=O)C1C(=O)OC2(CCCC2)C1C(=O)OCC (configuration not stated)
  A: 9 | B: -1 | C: -1 | D: -19 | E: 1.7 | F: 3 | G: -3 | H: 18

Cc1ccc(N2C(=O)c3ccccc3C(C)(C)C2=O)cc1
  A: 6 | B: -3 | C: -13 | D: 11 | E: 0.3 | F: 1 | G: 12 | H: 18

COc1ccc2[nH]c3c(NCCCOC(C)C)ncnc3c2c1
  A: -120 | B: 2 | C: -118 | D: 0 | E: 4.9 | F: -1 | G: -129 | H: 12

C/C(=N\NC(=S)NC(C)C)c1ccc(-n2ccnc2)cc1
  A: 5 | B: 1 | C: -51 | D: -7 | E: 0.1 | F: -6 | G: -41 | H: 34

CC(=O)Nc1ccc(Nc2ccc3c4c(cc(=O)n3C)-c3ccccc3C(=O)c24)cc1
  A: 59* | B: -1 | C: 14 | D: 27 | E: 1.7 | F: -2 | G: -9 | H: 20

CC1CCCN(C2(O)C(=O)Nc3ccc(Br)cc32)C1 (configuration not stated)
  A: 11 | B: -1 | C: -8 | D: 10 | E: -1.8 | F: -4 | G: -14 | H: 41

COc1ccc(CNC(=S)Nc2cc(OC)ccc2OC)cc1
  A: 18 | B: -4 | C: 1 | D: 10 | E: -1.1 | F: -2 | G: 9 | H: 28

C=CCn1c(=O)c2ccccc2n2c(SCc3nnc(-c4ccccc4Br)o3)nnc12
  A: 16 | B: -4 | C: -9 | D: 16 | E: 0.2 | F: -3 | G: 4 | H: 25

CCOC(=O)c1nnc(-c2ccc(C)cc2)nc1Sc1cccc(Cl)c1
  A: 44 | B: 48* | C: -5 | D: 1 | E: 36 | F: 1 | G: -12 | H: 5

CCCC(c1nnnn1C(C)(C)CC)N1CCN(C2CCCC2)CC1 (configuration not stated)
  A: -2 | B: 1 | C: 13 | D: 20 | E: -2.3 | F: -7 | G: -1 | H: 8

COc1ccc(S(=O)(=O)N2CCC(C(=O)N(CC(C)C)C3CCS(=O)(=O)C3)CC2)cc1OC (configuration not stated)
  A: 17 | B: -1 | C: 21 | D: 5 | E: -1.0 | F: 5 | G: 3 | H: 11

Cc1cc(C(=O)N/N=C/c2c(C)n(C)c3ccccc23)n[nH]1
  A: -23 | B: -1 | C: 9 | D: 0 | E: -0.8 | F: 0 | G: 4 | H: 4

CC1CCCCN1C(=O)c1c([N+](=O)[O-])cnn1C (configuration not stated)
  A: 10 | B: -3 | C: -5 | D: 1 | E: -1.4 | F: 2 | G: -22 | H: -8

CCc1cccc(C)c1NC(=O)COC(=O)C1CCN(S(=O)(=O)c2ccccc2)CC1
  A: 1 | B: 3 | C: -9 | D: 6 | E: 0.8 | F: -2 | G: -16 | H: 9

CCCS(=O)(=O)Nc1ccc2cn[nH]c2c1
  A: -11 | B: 2 | C: 10 | D: 0 | E: -0.4 | F: 1 | G: 0 | H: 7

CCOc1ccc(CNC(c2ccccc2)c2ccccc2)cc1
  A: 7 | B: -6 | C: 5 | D: -9 | E: 0.0 | F: -2 | G: -13 | H: 10

Going on with the list:
Short forms: A = Mdm2-MdmX inh; B = XBP1 UPR activ; C = 697 NFkB inh; D = APJ antagonist; E = CHOP UPR activ; F = APJ ag; G = Jurkat NFkB inh; H = tim23-1 inh
COc1ccc(C2CC(c3cccs3)=NN2C(=S)Nc2ccccc2)cc1OC (configuration not stated)
  A: 34 | B: 0 | C: -19 | D: 5 | E: 3.1 | F: -1 | G: 3 | H: 23

O=C(CNC(=O)N1CC(=O)Nc2ccccc21)Nc1cccc(F)c1
  A: -23 | B: -3 | C: -5 | D: 13 | E: 2.8 | F: 0 | G: 13 | H: 4

COc1cc(S(=O)(=O)N2CCCCC2)ccc1NC(=O)c1ccc(F)cc1
  A: 6 | B: -3 | C: 18 | D: 12 | E: -2.3 | F: -1 | G: -7 | H: 2

COc1ccc(/C=C(/CC(=O)Nc2ccc(C)cc2)c2nc3ccccc3s2)cc1
  A: -25 | B: -1 | C: -17 | D: -33 | E: 4.8 | F: 3 | G: -7 | H: 8

An excerpt from above in order of number of heavy atoms, ascending:
Short forms: A = Mdm2-MdmX inh; B = XBP1 UPR activ; C = 697 NFkB inh; D = APJ antagonist; E = CHOP UPR activ; F = APJ ag; G = Jurkat NFkB inh; H = tim23-1 inh
CC(=O)C1=C(C)Nc2ncnn2C1c1ccc(Cl)cc1Cl (configuration not stated)
  A: 1 | B: -1 | C: -50 | D: -37 | E: 1.6 | F: 5 | G: -35 | H: -3

Cc1cc(C(=O)N/N=C/c2c(C)n(C)c3ccccc23)n[nH]1
  A: -23 | B: -1 | C: 9 | D: 0 | E: -0.8 | F: 0 | G: 4 | H: 4

CC(=O)Nc1ccc(Nc2ccc3c4c(cc(=O)n3C)-c3ccccc3C(=O)c24)cc1
  A: 59* | B: -1 | C: 14 | D: 27 | E: 1.7 | F: -2 | G: -9 | H: 20
